# HTR2A ag: mouse HTR2A agonism via beta-arrestin recruitment; CHO-K1 mHTR2A beta-arrestin complementation, luminescence; percent of 30 µM serotonin response; activation, % at 7.6 µM; actives 0.66% (n = 360,000); AID 624169;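 active = activation above a run cutoff, the mean activation of all tested compounds plus 3 SD, cut at about 14% in these data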;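 also: 0% = plate median of compound wells and 100% = 30 µM serotonin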
# Target sequence (P35363 whole entry, looked up): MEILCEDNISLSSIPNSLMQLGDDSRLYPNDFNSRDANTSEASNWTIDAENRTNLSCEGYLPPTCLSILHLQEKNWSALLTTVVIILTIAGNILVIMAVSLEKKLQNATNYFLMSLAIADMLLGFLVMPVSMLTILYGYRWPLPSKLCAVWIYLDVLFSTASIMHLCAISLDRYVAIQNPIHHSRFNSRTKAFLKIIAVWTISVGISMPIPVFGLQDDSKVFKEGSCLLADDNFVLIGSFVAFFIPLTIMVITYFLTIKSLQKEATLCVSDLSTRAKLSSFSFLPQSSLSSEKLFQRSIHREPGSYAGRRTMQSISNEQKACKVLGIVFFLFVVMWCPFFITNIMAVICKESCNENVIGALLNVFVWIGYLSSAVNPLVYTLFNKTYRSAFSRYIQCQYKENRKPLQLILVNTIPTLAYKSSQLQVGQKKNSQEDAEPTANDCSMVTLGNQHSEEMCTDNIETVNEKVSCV
# TRPM1 prom inh: MITF TRPM1 promoter inhibition in SK-MEL-5 cells. actives 0.83% (n = 330,000). SK-MEL-5 TRPM1 promoter luciferase, 24 h. inhibition, % at 12.5 µM;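 active = mean inhibition across replicates of 60% or more, whatever share of single replicates reaches that level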; also: values of inactives mirror those of a sister screen read the other way
# CaV13 ICDI inh: Primary screen for inhibitors of IQ motif and Ca2+-dependent inactivation inhibitor domain binding in CACNA1D, Förster resonance energy transfer in living cells, … | inhibition, % at 12.3 µM | actives 0.098% (n = 340,000) | HEK cells, CFP/YFP FRET ICDI-IQ, plate reader, 10 min; percent FRET-ratio fall versus neutral wells;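 active = mean replicate inhibition of at least 30% and at least 1% of replicates passing that level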;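 also: 0% = median of the neutral control wells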
# hiPSC survival: increases survival of single human iPS cells; actives 0.044% (n = 360,000); AID 602274; survival enhancement, % at 20 µM; hiPSC single-cell survival, ATPlite luminescence; 100% = ROCK inhibitor wells, 0% = DMSO; in the data active = survival enhancement above about 18%;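 also: cells exposed to compounds for 16 hours before the ATP read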
# HIF-2a block: HIF-2a inhibition; 786-0 RCC cells HIF-2a reporter, luciferase luminescence, overnight; inhibition, % at 18.8 µM; actives 0.72% (n = 360,000); AID 624352;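 active = inhibition of the luminescence signal of 40% or more relative to plate controls, in a single-dose primary screen at 18.75 µM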
# NR2E3 ag-1: agonists of human nuclear receptor NR2E3; AID 2300; GST-NR2E3/biotin-RetCOR TR-FRET, 1536-well; Q9Y5X4; actives 0.12% (n = 320,000); inhibition of corepressor binding, % at 4.78 µM;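 active = percent inhibition above the cutoff of mean plus 3 SD of all tested compounds, set per screening campaign, cut at about 20% in these data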;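 also: 0% = DMSO wells and 100% = biotin wells as full block of FRET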
#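 Test system: GST-NR2E3 and biotin-RetCOR proteins | Quantity: 1.35 nM GST-tagged NR2E3 final | Medium: Tris pH 7.5 | Also added: 7 nM biotin-RetCOR | Dosing: Compound at 4.8 µM, single dose | Timing: 5 h at 4 °C | Detection: Time-resolved FRET | Read-out basis: Percent inhibition | Benchmarks: Biotin wells as high control, 0.6% DMSO wells as low control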
# Peg3 prom inh: inhibitors of Peg3 promoter; HeLa PEG-Prom luciferase reporter, luminescence, overnight; inhibition, % at 20 µM; actives 1.7% (n = 360,000);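 active = inhibition of at least 50% at 20 µM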
# PDI turbidity: blocks human protein disulfide isomerase activity | PDI insulin aggregation turbidity, A650, 90 min | inhibition, % at 10 µM | actives 0.052% (n = 350,000) | AID 588391;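 active = mean inhibition across replicates of 30% or more, whatever share of single replicates reach that level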;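 also: absorbance from insulin aggregation driven by PDI reduction with DTT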
# Target sequence (P07237 whole entry, looked up): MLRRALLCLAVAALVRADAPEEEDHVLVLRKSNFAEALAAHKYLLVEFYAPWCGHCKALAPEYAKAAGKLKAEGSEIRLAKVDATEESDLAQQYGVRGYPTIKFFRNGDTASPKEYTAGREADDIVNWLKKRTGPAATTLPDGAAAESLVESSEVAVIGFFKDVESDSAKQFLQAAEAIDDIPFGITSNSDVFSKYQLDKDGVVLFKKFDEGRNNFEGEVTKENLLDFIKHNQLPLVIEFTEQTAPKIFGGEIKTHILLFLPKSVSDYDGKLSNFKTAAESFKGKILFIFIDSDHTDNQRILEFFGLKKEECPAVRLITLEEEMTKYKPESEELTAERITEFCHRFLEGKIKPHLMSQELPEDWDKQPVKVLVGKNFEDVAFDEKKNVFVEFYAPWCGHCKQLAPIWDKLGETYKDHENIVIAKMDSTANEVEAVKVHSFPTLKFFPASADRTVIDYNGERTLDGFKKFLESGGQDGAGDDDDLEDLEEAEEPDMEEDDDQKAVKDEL
# H9c2 protect: myocardial damage modulation in H9c2 cells | H9c2 cardiomyocytes, H2O2 injury protection, ATPLite, 2 h | protection from H2O2 cell death, % at 20 µM | actives 0.63% (n = 360,000);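 active = compounds giving at least 50% protection of heart cells from peroxide-induced death in the single-dose screen, raw or plate-pattern-corrected value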;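 also: 0% = DMSO wells with peroxide and 100% = DMSO wells without peroxide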
# NR2E3 ag-2: activates human NR2E3 receptor; Q9Y5X4; CHO-S Gal4-NCOR/VP16-NR2E3 two-hybrid, luciferase; inhibition of corepressor binding, % at 3.98 µM; actives 0.35% (n = 360,000); AID 602229;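 active = inhibition above the mean of all tested compounds plus 3 SD, cut at about 70% in these data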;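 also: 0% = DMSO with NR2E3 transfected cells and 100% = cells lacking NR2E3 construct; higher means lower luciferase signal from less NR2E3 corepressor binding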
# Shn3 inh set2: Schnurri-3 reporter inhibition in Clone20 osteoblasts; Clone20 osteoblast Shn3 3'UTR firefly luciferase, 24 h; inhibition, % at 12.5 µM; actives 0.52% (n = 360,000); AID 588674;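 active = mean inhibition of at least 75% with every replicate also reaching 75%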;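 also: 0% = median of neutral control wells and 100% = pilot-screen positive control compound; some compounds past the cut are filed as inactive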
# * marks the source's active call; other numbers are inactive results; · = not tested or not shown. Rows were taken by chance, and some 3.9% of all compounds hit somewhere here.
SMILES,HTR2A ag,TRPM1 prom inh,CaV13 ICDI inh,hiPSC survival,HIF-2a block,NR2E3 ag-1,Peg3 prom inh,PDI turbidity,H9c2 protect,NR2E3 ag-2,Shn3 inh set2
Cc1cccc(Cn2c(SCCN3CCOCC3)nc3c2c(=O)n(C)c(=O)n3C)c1,2,·,-5,0.4,10,2,-5,·,17,-1,72
CN(C(=O)CCS(=O)(=O)c1cc2c(cc1Cl)NC(=O)CO2)C1CCCCC1,-1,·,-6,-0.7,10,4,15,·,-15,1,-18
CC(C)(C)c1ccc(-n2ncc3c2CCCC3NC(=O)CN2CCCCC2=O)cc1 (centres undefined),9,9,-2,1.5,13,-5,-9,4,-10,58,42
CCn1c(SCC(=O)N/N=C/c2c[nH]c3ccccc23)nnc1-c1ccc(C)cc1,2,16,2,-0.3,19,2,23,-2,-6,8,8
CN(C)c1ccc(C=C2C(=O)OC3(CCCC3)OC2=O)cc1,2,-6,-5,-0.1,6,2,8,-2,16,-18,-16
COc1cc(CN2CCC(C(=O)NC3CCCC3)CC2)cc(Br)c1O,-7,-5,-5,-0.7,11,3,1,-4,0,-2,0
CN(CCOc1ccc(Br)cc1)CC(O)COc1ccc(C#N)cc1 (centres undefined),-10,6,-5,-0.1,-1,0,-8,7,-8,-7,9
CCOC(=O)c1nc2nc(-c3cccs3)cc(C(F)(F)F)n2n1,-1,-1,-4,-0.3,9,-1,-6,14,6,10,-3
O=C(CSC1=NNC(c2ccccn2)S1)Nc1ccccc1 (centres undefined),5,32,7,-0.7,6,-1,5,4,32,-79,0
Cc1ccc(CCC(=O)Nc2ncc(Cc3cc(Cl)ccc3Cl)s2)o1,4,44,-2,9.5,9,1,34,0,-10,-32,7
CCOC(=O)N1C(=O)[C@@](c2ccc(Cl)cc2)(C(C)C)N1C(=O)OCC,-2,44,-7,-4.4,68*,1,100*,-1,-23,-6,8
O=C(Oc1ccc2ccccc2c1Cl)N1CCCCCC1,1,-76,-5,-1.1,-170,5,-219,0,-26,-111,-38
Cc1coc2c1c(C)cc1oc(=O)c(CC(=O)N[C@@H](CC(C)C)C(=O)O)c(C)c12,8,2,-21,0.4,4,2,-7,-3,6,-7,-38
CCc1nc(NCC(C)C)c(C#N)c2c1COC(C)(C)C2,3,7,-5,-2.7,13,-1,24,0,-16,-37,5
c1ccc2c(C(c3nnnn3-c3ccc4c(c3)OCCO4)N3CCCC3)ccnc2c1 (centres undefined),-6,·,-7,1.2,7,·,·,·,·,-9,·
CC(=O)N1CCN(C(=O)c2ccc(C)c(S(=O)(=O)N3CCCCC3)c2)CC1,0,9,-3,-0.4,8,·,5,-2,0,-13,-5
Cn1cnnc1SCC(=O)Nc1ccc2c(c1)CCC2,1,-23,-9,0.8,-66,-1,-48,-8,6,-2,-11
COc1ccccc1NC(=O)CCS(=O)(=O)c1ccc2c(c1)NC(=O)C(C)S2 (centres undefined),-1,7,·,0.0,1,3,4,3,2,-24,15
C=CCN(CC=C)S(=O)(=O)c1ccc2nsnc2c1,3,-4,·,-1.3,29,1,8,0,-4,-1,0
CCC(=O)N1CCN=C1SCc1cccc(F)c1,2,2,-7,-0.2,8,2,-2,-12,6,6,-6
CCc1nc2ccc(C(=O)NCCN3CCNC3=O)cn2c1N(CC)CCOC,-1,·,-7,2.6,9,·,0,-7,2,-21,-3
CCC/C(=N\NC(=O)c1ccc(CSc2nncn2C)cc1)c1ccccc1,-4,-1,-4,1.5,10,-2,2,6,5,-11,-19
COC(=O)c1ccc(NC(=O)COC(=O)c2cccc3c(=O)c(C)c(-c4ccccc4)oc23)cc1,-4,-9,-3,0.4,16,3,11,1,25,-23,-18
CCOc1cc(Br)cc(C(c2c(C(=O)O)[nH]c3ccccc23)c2c(C(=O)O)[nH]c3ccccc23)c1O,3,8,-2,1.2,9,5,24,2,-2,44,-20
O=C1OCc2cc(NC(=O)C3CCCCC3)ccc21,-4,-25,-6,-2.5,-55,0,-19,9,7,-12,-21
COc1ccc(C(C(=O)NC2CCCC2)N(CCN(C)C)C(=O)c2snc(C(N)=O)c2N)cc1 (centres undefined),1,0,-4,-1.1,-3,1,8,7,-2,-19,-5
OC(C#CCN1CCCCCC1)(c1ccccc1)c1cccnc1 (centres undefined),-7,3,-6,-0.1,8,0,-11,0,12,-9,10
[O-]c1n[n+](-c2ccc(Cl)cc2Cl)cc2ccccc12,3,-2,-6,0.1,-3,-1,4,-6,-7,26,3
Cc1ccc(NC(=O)/C(C#N)=C/c2ccc(Sc3nc(C)cc(C)n3)o2)cc1,-2,13,-11,-1.3,-3,3,1,-2,-2,-8,8
O=C(C1CCC(CNc2nc(=S)[nH]c3ccccc23)CC1)N1CCN(c2ccccn2)CC1 (centres undefined),0,24,-3,4.1,20,-1,32,6,-17,-2,76
C=CCSc1nnc(-c2ccncc2)n1-c1ccc(OCC)cc1,3,-7,·,-0.1,18,3,21,2,0,-14,-3
N=c1sccn1CC(=O)Nc1ccccc1Sc1ccccc1,-2,-2,-4,1.5,14,-3,2,-9,-5,15,-34
COc1nc(N/N=C/c2ccccc2F)nc(N2CCCCC2)n1,4,-7,-8,-0.3,-76,-3,-10,3,3,-14,12
CCC(NC(=O)c1cc(COc2ccc(F)c(F)c2)on1)c1ccncc1 (centres undefined),-6,-40,-4,-0.4,-124,·,-132,-3,-5,-14,-12
COc1cc2c(C(F)(F)F)c(-c3ccsc3)oc(=O)c2cc1OC,0,3,-5,-0.6,-34,·,17,-3,-12,17,-18
Cc1sc(NC(=O)CN(Cc2ccc(F)cc2)C(=O)C(C)C)c(C(N)=O)c1C,0,25,-9,-1.2,11,3,21,-8,2,-16,22
COc1cc(NS(=O)(=O)c2ccc(NS(=O)(=O)c3ccc(C)cc3)cc2)nc(OC)n1,1,10,-3,-0.3,1,1,6,-2,-5,-24,-2
CCOC(=O)CNC(=O)c1cccs1,2,10,-5,0.2,11,-2,-2,-5,3,-4,-23
O=C(Nc1c(Cl)cccc1Cl)c1ccc(-c2ccccc2)cc1,-2,-64,-9,0.5,-102,0,-50,-2,-10,-41,-41
CCOC(=O)C(C)Oc1cccc2c(=O)n(CC(=O)N3CCCc4ccccc43)ccc12 (centres undefined),5,·,-7,-1.4,9,4,17,·,22,11,5

# Brought forward from above: 5 entries, then new ones.
SMILES,HTR2A ag,TRPM1 prom inh,CaV13 ICDI inh,hiPSC survival,HIF-2a block,NR2E3 ag-1,Peg3 prom inh,PDI turbidity,H9c2 protect,NR2E3 ag-2,Shn3 inh set2
Cc1sc(NC(=O)CN(Cc2ccc(F)cc2)C(=O)C(C)C)c(C(N)=O)c1C,0,25,-9,-1.2,11,3,21,-8,2,-16,22
COc1cc(NS(=O)(=O)c2ccc(NS(=O)(=O)c3ccc(C)cc3)cc2)nc(OC)n1,1,10,-3,-0.3,1,1,6,-2,-5,-24,-2
CCOC(=O)CNC(=O)c1cccs1,2,10,-5,0.2,11,-2,-2,-5,3,-4,-23
O=C(Nc1c(Cl)cccc1Cl)c1ccc(-c2ccccc2)cc1,-2,-64,-9,0.5,-102,0,-50,-2,-10,-41,-41
CCOC(=O)C(C)Oc1cccc2c(=O)n(CC(=O)N3CCCc4ccccc43)ccc12 (centres undefined),5,·,-7,-1.4,9,4,17,·,22,11,5
COc1ccccc1C(=O)NC(C)c1nc2ccccc2[nH]1 (centres undefined),-4,3,-4,-2.2,-7,1,-1,9,4,-9,13
COC(=O)c1ccc(CSc2nnc3c(n2)[nH]c2ccccc23)cc1,0,1,-6,1.0,7,4,10,-3,0,9,-9
Cn1c(=O)[nH]c(=O)c2c1nc(N1CCCC1)n2CCO,22*,0,-6,0.8,5,2,6,0,2,-12,-22
CN(CCc1ccccn1)C1CC(=O)N(c2ccc(Cl)cc2)C1=O (centres undefined),1,10,·,1.8,7,4,8,8,-5,8,3
CC(C)(C)n1nnnc1C(c1cccs1)N1CCN(C(=O)c2ccco2)CC1 (centres undefined),-4,15,-6,-3.3,21,4,6,-3,-4,-22,-24
COc1cc(-c2nnc(NC(=O)CCS(=O)(=O)c3ccccc3)o2)cc(OC)c1OC,5,13,-7,-0.3,-10,2,-56,6,2,34,-8
Cc1cc(C)c2nc(/N=C(\N)NC(=O)c3ccccc3)nc(C)c2c1,-4,0,-12,0.8,-6,2,16,-1,2,4,12
O=C(Nc1ccccc1C(=O)N1CCN(Cc2ccccc2)CC1)c1ccccn1,-4,10,-1,4.1,21,6,9,3,4,1,5
CC(C)[C@@H]1NC(=O)N(c2ccc(Oc3ccccc3)cc2)C1=O,0,-18,0,3.5,-91,0,-32,-6,-5,-17,-19
Cc1cc(=O)oc2cc(OCC(=O)N3CC(=O)Nc4ccccc43)c(Cl)cc12,1,11,-5,0.1,10,-1,6,4,4,-10,18

# Copied from the results shown for reference:
SMILES,HTR2A ag,TRPM1 prom inh,CaV13 ICDI inh,hiPSC survival,HIF-2a block,NR2E3 ag-1,Peg3 prom inh,PDI turbidity,H9c2 protect,NR2E3 ag-2,Shn3 inh set2
O=C(Nc1ccccc1C(=O)N1CCN(Cc2ccccc2)CC1)c1ccccn1,-4,10,-1,4.1,21,6,9,3,4,1,5
CC(C)[C@@H]1NC(=O)N(c2ccc(Oc3ccccc3)cc2)C1=O,0,-18,0,3.5,-91,0,-32,-6,-5,-17,-19
